Assay outcomes (PubChem BioAssay)
BoNT A protease – blocks Botulinum neurotoxin A light chain protease; AID 588499; inhibition, % at 10 µM; multiplex microsphere protease substrate cleavage, flow cytometry; 0.17% of 360,000 active; also: plate controls were buffer without enzyme for full effect and enzyme alone for no effect
BoNT-F LC inh – BoNT F light chain protease inhibition | Multiplex microsphere protease cleavage assay, flow cytometry | inhibition, % at 10 µM | 0.22% of 360,000 active | AID 588497; in the data active = inhibition above about 35%, passing the limit was not always enough; inconclusive = no clear call, values can overlap the other calls; also: plate controls were buffer without enzyme for full effect and enzyme alone for no effect
Anthrax LF prot – anthrax lethal factor protease inhibition | multiplex microsphere protease cleavage assay, LF | inhibition, % at 10 µM | 0.12% of 360,000 active; also: plate controls were buffer without enzyme for full effect and enzyme alone for no effect
Rv3671c protease – inhibitors of M. tuberculosis serine protease Rv3671c. 0.048% of 320,000 active. inhibition, % at 5.96 µM. P9WHR9; in the data active = inhibition above about 38%;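 also: extracellular domain of Rv3671c used as enzyme; 0% = enzyme with DMSO and 100% = no enzyme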
Target sequence (P9WHR9 whole entry, looked up, the tested form may be a part): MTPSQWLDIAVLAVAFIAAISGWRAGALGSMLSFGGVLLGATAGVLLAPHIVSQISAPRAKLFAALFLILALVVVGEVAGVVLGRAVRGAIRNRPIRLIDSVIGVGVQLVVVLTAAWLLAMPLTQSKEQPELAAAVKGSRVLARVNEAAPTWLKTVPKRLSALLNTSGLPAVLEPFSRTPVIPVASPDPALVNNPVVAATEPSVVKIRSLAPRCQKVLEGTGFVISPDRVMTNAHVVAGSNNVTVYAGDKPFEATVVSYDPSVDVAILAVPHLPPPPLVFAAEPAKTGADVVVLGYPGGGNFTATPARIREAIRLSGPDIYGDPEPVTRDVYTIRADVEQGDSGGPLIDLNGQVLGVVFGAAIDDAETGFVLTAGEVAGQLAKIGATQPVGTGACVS
CCHFV vOTU inh – CCHFV vOTU protease inhibition | Pep-AMC fluorescence | inhibition, % at 11.5 µM | 0.55% of 370,000 active | AID 651958; in the data active = inhibition above about 30%; also: 0% = vehicle wells with enzyme and 100% = no enzyme wells
MazEF act – increases E. coli MazEF RNase cleavage of RNA; P0AE70; FAM/BHQ RNA-DNA oligo cleavage fluorescence, 5 h; activation, % at 20 µM; 0.32% of 350,000 active; AID 504720; in the data active = activation above about 50%
Target sequence (P0AE70 whole entry, looked up): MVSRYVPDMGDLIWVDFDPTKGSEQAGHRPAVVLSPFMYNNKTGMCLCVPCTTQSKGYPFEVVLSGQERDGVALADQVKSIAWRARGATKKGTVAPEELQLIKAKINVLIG
PriA SSB inh – blocks PriA binding to SSB C-terminal tail; AlphaScreen SSBct-PriA binding, biotinylated peptide; inhibition, % at 33 µM; 0.6% of 430,000 active; in the data active = inhibition mostly above about 37%, no sharp cut-off; inactive = mostly below about 20%;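 also: plate controls were negative control peptide for no effect and reference peptide for full effect; strong numbers were not always called active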
VHR inh abs – DUSP3 (human) phosphatase inhibition; 0.52% of 290,000 active; AID 1654; inhibition, % at 13.3 µM; recombinant VHR phosphatase, pNPP absorbance; P51452; in the data active = inhibition above about 50%; also: some compounds called inactive have numbers as strong as hits
Target sequence (P51452 whole entry, looked up): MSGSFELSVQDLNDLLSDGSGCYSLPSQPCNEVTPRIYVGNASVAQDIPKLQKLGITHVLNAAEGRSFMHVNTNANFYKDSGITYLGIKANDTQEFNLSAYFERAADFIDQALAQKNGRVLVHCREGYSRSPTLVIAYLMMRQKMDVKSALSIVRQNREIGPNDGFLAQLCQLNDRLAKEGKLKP
PrPC surface inh – reduces human prion protein on the cell surface. cell surface PrPC, TR-FRET read-out. inhibition, % at 13.8 µM. 0.43% of 370,000 active; in the data active = inhibition above about 24%; also: 0% = median of the test wells and 100% = reference compound wells
3CLpro inhibitor – SARS-CoV 3CLpro protease inhibition | P0C6X7 | recombinant SARS-CoV 3CLpro, quenched FRET peptide cleavage | inhibition, % at 6 µM | 0.14% of 290,000 active | AID 1706; in the data active = inhibition above about 12%
* = called active by the depositor; ? = inconclusive; / = no result given; & = joins results of further samples. Rule as the data show it, unless noted: active = inhibition above about 30%; inconclusive = no clear call, values can overlap the other calls; inactive = below that. These rows are one share of the data (hit frequency here may not be typical).

Molecule	3CLpro inhibitor	BoNT A protease	VHR inh abs	PriA SSB inh	Anthrax LF prot	CCHFV vOTU inh	BoNT-F LC inh	MazEF act	Rv3671c protease	PrPC surface inh
OCCN(Cc1cccnc1)Cc1ccccn1	/	-2.1	/	42*	6	0	-1	-14	/	0
CCOc1cc(/C=N/NC(=O)COc2cccc(C)c2)ccc1OC(=O)c1cccs1	-5	0.7	8	/	-4	3	-1	-7	-97	-2
O=C(Nc1ccc(-c2ccc([N+](=O)[O-])cc2)cc1)c1ccccc1F	3	-0.2	1	-5	-3	0	-1	-8	1	2
C=CC[C@@H](CC(=O)NCCO)C(=O)N[C@@H](COC(=O)[C@@H](CC=C)CC(=O)OC(C)(C)C)Cc1c[nH]c2ccccc12	/	-0.3	/	-5	-5	3	3	6	-6	-4
Oc1ccccc1-c1nnc(COc2ccccc2)o1	0	-0.2	34	-25	-1	6	-9	8	11	-7
C=CCC[C@@H](Cc1ccc(F)cc1)C(=O)OC[C@@H](Cc1c[nH]c2ccccc12)NC(=O)[C@@H](CC=C)CC(=O)N(CCO)Cc1ccccc1	/	0.1	/	-1	-6	23	-3	-6	2	0
O=C(NCCCn1cccn1)C1CCC(=O)N(Cc2cccc(C(F)(F)F)c2)C1 (centres undefined)	3	2.0	19	1	-3	11	-3	8	14	-3
CCC(c1nnnn1Cc1ccc2c(c1)OCO2)N1CCN(c2ccc(F)cc2)CC1 (centres undefined)	3	-1.7	3	0	1	16	-16	-34	0	-2
C/C(=C\c1ccc2c(c1)OCO2)C1Nc2cccc3cccc(c23)N1	/	0.0	/	22	-7	8	-11	4	6	-7
CCOc1ccccc1/C=C(\C#N)C1=CCCC1	0	2.1	5	-9	5	1	-1	8	0	1
Cn1cccc1CNCc1ccccc1Cl	-2	2.4	22	-8	-4	-6	-8	-6	5	-1
COCCNc1nc(N)c([N+](=O)[O-])c(Nc2ccc(F)cc2)n1	-2	1.1	10	10	-8	-13	2	2	/	-3
COc1cc(Cl)c(C)cc1NC(=O)CN1C(=O)C2CC=CCC2C1=O (centres undefined)	/	2.5	/	0	-4	6	9	-8	12	2
COc1ccc(NCC(=O)N/N=C/C=C\c2ccccc2)cc1	2	3.2	-2	/	-2	-5	4	12	-8	8
O=C(CNC(=O)c1ccncc1)N/N=C/c1cccc([N+](=O)[O-])c1	-3	-0.4	1	/	-3	6	-2	-2	1	-25
CCCCS(=O)(=O)N1C2=NC(C(=O)OC)=C(C(=O)OC)[C@@H]3N(C)c4ccc(OC)cc4[C@]23C[C@H]1C(=O)OC	/	0.2	19	31	-2	/	1	3	-1	/
Cc1ccc(CNC(=O)c2ccc3c(c2)S(=O)(=O)c2ccccc2C3=O)o1	/	0.6	/	2	-2	1	-5	-1	8	-36
Cc1ccc(NC(=S)NCCO)c(C)c1	5	0.7	-14	-11	-4	4	?	-5	1	-3
COc1ccc(CN2C(=O)NC(=O)/C(=C\c3cc(OC)c(OC)c(OC)c3)C2=O)cc1	2	-0.9	29	2	3	3	-2	-9	-5	3
O=C(NNC(=O)c1ccccc1Br)c1ccccc1Cl	3	-0.8	9	5	-4	-11	-9	4	-1	-4

3 consecutive entries already listed:
Molecule	3CLpro inhibitor	BoNT A protease	VHR inh abs	PriA SSB inh	Anthrax LF prot	CCHFV vOTU inh	BoNT-F LC inh	MazEF act	Rv3671c protease	PrPC surface inh
Cn1cccc1CNCc1ccccc1Cl	-2	2.4	22	-8	-4	-6	-8	-6	5	-1
COCCNc1nc(N)c([N+](=O)[O-])c(Nc2ccc(F)cc2)n1	-2	1.1	10	10	-8	-13	2	2	/	-3
COc1cc(Cl)c(C)cc1NC(=O)CN1C(=O)C2CC=CCC2C1=O (centres undefined)	/	2.5	/	0	-4	6	9	-8	12	2

Remaining list, next part.
Molecule	3CLpro inhibitor	BoNT A protease	VHR inh abs	PriA SSB inh	Anthrax LF prot	CCHFV vOTU inh	BoNT-F LC inh	MazEF act	Rv3671c protease	PrPC surface inh
Cc1[nH]n(C(C)(C)C)c(=O)c1Sc1ccccc1	2	0.2	14	3	-3	0	-4	-5	-3	-5
O=S(=O)(O)c1ccc(SCc2ccccc2)nc1	/	-6.3	/	-14	-4	-7	?	2	5	9
CNC[C@@H]1Oc2c(NC(=O)Nc3ccc(F)cc3)cccc2C(=O)N([C@H](C)CO)C[C@@H]1C	/	-0.3	/	-1	2	-23	-7	-7	3	4
CC(C)N1CC(C(=O)Nc2ccc(Br)c(Cl)c2)CC1=O (centres undefined)	4	-0.6	5	8	-4	0	-13	15	-5	-6
O=C(Cc1ccccc1)Nc1ccc(SC(F)F)cc1	0	0.4	26	-41&-25	0	5	-4	-9	-7	12
O=C(Nc1ccccc1C(=O)N1CCCC1)c1cccc(S(=O)(=O)N2CCCCCC2)c1	3	-0.7	0	-2	5	-7	-8	0	5	2
O=C(/C=C/c1ccc(Br)o1)NCCCN1CCOCC1	2	-1.1	13	-10	-1	4	-9	3	-2	-5
COc1cc(OC)cc(C(=O)NCC(=O)NCc2ccccn2)c1	/	0.1	/	-4	1	7	-4	1	1	2
CC(O)(c1ccc(F)c(F)c1)c1nc(-c2csc3ccccc23)cs1 (centres undefined)	/	-0.1	/	/	1	9	3	/	/	6
CC(C)Cn1c(-c2ccccc2)nc(=S)c2c1CCCC2	1	1.3	4	0	0	8	15	2	0	7
Clc1ccc(NCc2cccnc2)cc1	6	-1.5	22	1	7	8	-31	10	1	3
CCOC(=O)N(C)C[C@H]1OCc2cnnn2CCCC(=O)N([C@H](C)CO)C[C@H]1C	/	-0.3	/	/	-8	-1	-11	12	/	9
CC(CCc1ccccc1)NS(=O)(=O)c1ccccc1 (centres undefined)	3	0.6	12	-22	0	11	?	6	9	-5
O=C(Cn1nnc(-c2ccccc2)n1)NNC(=O)c1ccccc1	0	-0.6	11	14	-4	7	0	5	0	4
CC1Cc2ccccc2N1C(=O)CN(C)CC(=O)Nc1ccc(F)cc1 (centres undefined)	/	-0.3	/	2	-11	13	-8	-7	-2	-2
COc1ccc(NC(=S)Nc2cc(C(F)(F)F)ccc2F)cc1	-3	-0.4	21	-14	-4	0	-3	7	3	6
O=C(Cn1cc2c(n1)CCCC2)NCC1CCCO1 (centres undefined)	-4	-0.2	27	2	0	0	3	8	3	-6
O=C1NC2(NN1c1ccccc1)C1CC3CC(C1)CC2C3 (centres undefined)	2	-1.1	-10	-13	-4	16	-4	3	12	2
CCC1(C)Cc2c(sc3nnn(CC(=O)Nc4cccc5ccccc45)c(=O)c23)CO1 (centres undefined)	-3	1.5	24	-15	4	1	13	-12	-32	0
O=C(CCS(=O)(=O)c1cccc2nsnc12)NCc1ccccc1	2	1.6	12	1	-3	10	14	6	3	-43
CC(C)(C)c1ccc(-c2nnc(NC(=O)c3ccccc3)s2)cc1	-2	0.6	49	0	0	-4	3	5	-8	-5
CCOc1ccc(S(=O)(=O)N2CCN(C(=O)c3cc(S(=O)(=O)N4CCOCC4)ccc3C)CC2)cc1	/	/	/	4	/	-18	/	3	/	-3
Cc1ccccc1C1CC(c2ccccc2OC(F)F)Nc2ncnn21 (centres undefined)	4	-0.6	-4	-14	-1	0	-7	-11	8	0
CN(CC(=O)Nc1ncn[nH]1)S(=O)(=O)c1ccc(Cl)cc1	-1	0.9	19	-2	12	-3	-8	4	-7	1
CC1=C(C(=O)NC(C)CCc2ccccc2)C2(CCC(C)CC2)OC1=O (centres undefined)	7	-0.7	8	-22	-2	-8	-6	1	-4	3
Cc1c(NC(=O)c2ccc(Br)o2)c(=O)n(-c2ccccc2)n1C	2	0.8	-12	-3	-2	-9	-1	-7	8	-2
C#CCOCCOCCOCCNc1nc(N2CCN(C(=O)CCCCCCCCCCNC(=O)Cn3cc(CCCCCN)nn3)CC2)nc(N2CCN(C(=O)CCCCCCCCCCNC(=O)[C@H]([C@@H](C)CC)n3cc(CCCCN=C(N)N)nn3)CC2)n1	/	-0.1	/	33	-2	/	-64	-32	-23	/
O=C(NCc1cn(-c2ccccc2)nc1-c1ccc(F)cc1)c1cccc([N+](=O)[O-])c1	4	-0.4	-9	8	-2	8	-9	7	-45	12
C/C(CC(C)C)=N\NC(=O)Nc1ccccc1	-2	0.4	51*	/	0	1	2	-2	2	4
O=C(NNC1=NCCC1)c1ccc(Br)cc1	0	-0.2	-1	-11	-2	14	-3	4	-4	-5
C#CCN(C[C@@H]1[C@@H](OC(=O)Nc2cccs2)[C@@H](OC(=O)Nc2cccs2)Cn2c(=O)ccc(=O)n21)S(=O)(=O)c1ccc(C)cc1	/	-0.6	/	/	4	5	1	-1	/	-2
O=C1CC/C=C\C[C@@H](CC(=O)N(CCO)Cc2ccccc2)C(=O)N[C@H](Cc2c[nH]c3ccccc23)CO1	/	-0.6	/	-14	4	-5	-4	3	3	3
CCOCc1cc(CN2CCCC(CNC(=O)c3ccco3)C2)ccc1OC (centres undefined)	3	-1.7	-5	-15	-6	-5	1	1	-9	-3
Cc1ccc(S(=O)(=O)NNC(=O)c2cnn(-c3ccccc3)c2C(F)(F)F)cc1	-4	0.0	1	-5	-4	12	-2	5	0	0
COc1cc(-c2nc(-c3ccc4c(c3)-c3ccccc3S4(=O)=O)c(-c3ccccc3)[nH]2)cc(OC)c1O	4	0.6	-31	41	-4	17	-7	3	-7	8
C=CCOc1cccc(C2C(C(=O)c3ccco3)=C(O)C(=O)N2CCN(CC)CC)c1 (centres undefined)	-1	0.8	-4	-5	0	11	-3	-4	-8	-4
CCN(CC)S(=O)(=O)c1cccc(C(=O)N[C@H](C(=O)Nc2nc3ccccc3s2)C(C)C)c1	0	0.1	8	-6	-3	-5	1	-6	-14	1
O=C(CSCc1ccccc1)Nc1ccc(S(=O)(=O)N2CCOCC2)cc1	2	0.1	13	-2	-4	6	1	3	6	-4
COc1ccc(C(C(=O)NC2CCCCC2)N(C(=O)CCl)c2ccc(C)cc2)cc1 (centres undefined)	5	-1.0	-4	-2	-1	1	-10	4	-1	6
CCc1ccc(NC(=O)Cn2cc([N+](=O)[O-])nc2C)cc1	3	-5.5	5	-8	-4	-5	?	-13	/	-12
